D1 agonist – Allosteric Agonists of the Human D1 Dopamine Receptor: qHTS | D(1A) dopamine receptor (Homo sapiens), P21728 | HEK293 T-REx D1 cells, calcium flux, agonist mode | activation, % at 2 µM | actives 1% (n = 360,000) | AID 504660, 2011; further: 0% is about no effect
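Inducible HEK293 T-REx D1 cells, force-coupled to calcium signalling, were plated at 4000 cells/well with tetracycline and held overnight at 30 C. After no-wash calcium dye loading, compound-evoked calcium rise over 180 s flagged agonists.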
D2 PAM – HTS Assay for Positive Allosteric Modulators of the Human D2 Dopamine Receptor: Primary Screen for Potentiators; D(2) dopamine receptor (Homo sapiens), P14416; HEK293 T-REx D2, calcium flux, EC20 dopamine potentiation; potentiation, % at 10 µM; actives 0.34% (n = 340,000);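 active means potentiation over 3 SD above the plate norm, cut at about 30% in these data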; further: 0% is about no effect
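Primary screen. Calcium kinetics in induced HEK293 T-REx D2 cells: compound pre-addition 180 s, EC20 dopamine, 180 s more.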
D2 antagonist – HTS Assay for Allosteric Antagonists of the Human D2 Dopamine Receptor: Primary Screen for Antagonists; actives 2% (n = 340,000); D(2) dopamine receptor (Homo sapiens), P14416; inhibition, % at 10 µM; HEK293 TREx D2 cells, calcium flux, dopamine EC80; in the data active means inhibition above about 30%; further: 0% is about no effect
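Overnight-induced (tetracycline, 30 C) HEK293 T-REx cells carrying force-coupled D2 receive a no-wash calcium dye, then compound, then EC80 dopamine at 180 s; signals are read kinetically throughout.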
TRHR enhancer – qHTS for Small Molecule Agonists and Allosteric Enhancers of Human TRH Receptor: Primary Screen for Enhancers | TRHR cells, fluo-8 calcium fluorescence, EC20 TRH enhancement | enhancement, % at 2 µM | actives 0.66% (n = 360,000) | AID 493056, 2011; in the data active means enhancement above about 30%; further: 0% is about no effect
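TRHR-expressing cells loaded with fluo-8 calcium dye were read kinetically (ex 480/em 530) during compound addition, then stimulated with an EC20 of TRH (10 nM final). Enhancement of the Gq-mediated intracellular calcium response was scored.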
TRHR ag – qHTS for Small Molecule Agonists and Allosteric Enhancers of Human TRH Receptor: Primary Screen for Agonists; activation, % at 2 µM; TRHR cells, calcium flux fluo-8, FDSS agonist mode; actives 0.18% (n = 360,000); Thyrotropin-releasing hormone receptor (Homo sapiens), P34981; further: 0% is about no effect
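In this calcium-flux screen, cells bearing human TRHR are dye-loaded with fluo-8, baselined for 10 cycles, then exposed to library compounds; positive kinetic calcium responses during the agonist phase mark hits, with TRH as control.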
D2 ag – HTS Assay for Allosteric Agonists of the Human D2 Dopamine Receptor: Primary Screen for Agonists. D(2) dopamine receptor (Homo sapiens), P14416. HEK293 T-REx D2 cells, calcium flux agonist mode. activation, % at 2 µM. actives 0.53% (n = 340,000);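 active means activation over 3 SD above normal in the single-dose calcium agonist read, cut at about 30% in these data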; further: 0% is about no effect
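Calcium-flux readout, 1 cycle/sec over 180 s following compound pin transfer, in inducible HEK293 Trex D2 cells (force-coupled); dopamine controls included. Positive calcium responses during this window marked compounds as potential agonists.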
D1 PAM – Potentiators of Human D1 Dopamine Receptor: qHTS | HEK293 TREx D1 cells, calcium flux, dopamine EC20 potentiation | potentiation, % at 10 µM | actives 0.036% (n = 360,000) | AID 504651, 2011; in the data active means potentiation above about 30%; further: 0% is about no effect
RXFP1 antag – qHTS Assay for Antagonists of the Relaxin Receptor RXFP1; Relaxin receptor 1 (Homo sapiens), Q9HBX9; actives 0.59% (n = 350,000); activity change, negative = inhibition, % at 57.5 µM; HEK293-RXFP1, relaxin-stimulated cAMP HTRF, 30 min; hits give low values;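 active means activity change of -60% or lower, but not beyond a set lower limit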; further: on the % scale 0 is the no-effect control and ±100 the full control effect
Target sequence (Q9HBX9 whole entry, looked up): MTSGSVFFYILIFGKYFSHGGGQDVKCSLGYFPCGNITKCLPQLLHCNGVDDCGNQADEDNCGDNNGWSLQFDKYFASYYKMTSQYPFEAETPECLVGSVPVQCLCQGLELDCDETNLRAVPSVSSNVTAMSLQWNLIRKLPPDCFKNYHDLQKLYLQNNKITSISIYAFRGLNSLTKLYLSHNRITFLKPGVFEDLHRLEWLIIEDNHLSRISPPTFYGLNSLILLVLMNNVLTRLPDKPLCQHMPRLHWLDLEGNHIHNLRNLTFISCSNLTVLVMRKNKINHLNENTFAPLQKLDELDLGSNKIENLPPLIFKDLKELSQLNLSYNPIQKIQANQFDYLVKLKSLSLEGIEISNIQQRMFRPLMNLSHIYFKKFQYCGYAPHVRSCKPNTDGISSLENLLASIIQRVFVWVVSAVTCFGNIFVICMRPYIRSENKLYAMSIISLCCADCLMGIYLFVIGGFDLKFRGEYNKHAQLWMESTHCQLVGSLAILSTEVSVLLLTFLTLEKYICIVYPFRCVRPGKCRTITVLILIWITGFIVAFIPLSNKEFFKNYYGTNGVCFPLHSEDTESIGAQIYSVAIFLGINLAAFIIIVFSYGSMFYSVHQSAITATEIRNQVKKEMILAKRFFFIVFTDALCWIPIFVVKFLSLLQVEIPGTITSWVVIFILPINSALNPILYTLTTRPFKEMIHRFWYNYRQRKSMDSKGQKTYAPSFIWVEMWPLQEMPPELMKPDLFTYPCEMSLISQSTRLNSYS
D1 antagonist – Antagonist of Human D 1 Dopamine Receptor: qHTS; D(1A) dopamine receptor (Homo sapiens), P21728; HEK293 TREx D1 cells, calcium flux, dopamine EC80; hits give low values; activity change, negative = inhibition, % at 10 µM; actives 3.2% (n = 360,000); AID 504652, 2011; in the data active means activity change below about -30%; further: on the % scale 0 is the no-effect control and ±100 the full control effect
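Antagonism measured as reduced calcium response to an EC80 dopamine addition following 180 s compound pre-read; cells were inducible HEK293 Trex D1 plated overnight at 30 C, read kinetically at 1 cycle/sec.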
* hit, by the source's call; . = no result given; & = joins results of further samples. Unless noted, no stated cut-off is given here; in the data, active means activation above about 30%; inactive means the rest.

SMILES	D1 agonist	D2 PAM	D2 antagonist	TRHR enhancer	TRHR ag	D2 ag	D1 PAM	RXFP1 antag	D1 antagonist
Cc1ccc(N(C)C(=O)C2CCN(S(=O)(=O)c3cn(C)cn3)CC2)cc1	-0.8	3.4	.	-2.2	-1.2	2.0	-0.1	15.4	-5.4
Cc1ccc(C(=O)N2N=C(c3ccccc3O)CC2c2ccccc2)cc1 (stereo not drawn)	3.6	-3.7	3.1	0.2	0.2	0.1	-2.9	15.8	-1.0
O=C(NC1CC2CCCC(C1)N2C(=O)Nc1cccc(F)c1)C1CC1 (stereo not drawn)	1.0	-7.0	1.6	1.8	0.3	1.3	0.8	-16.6	-7.2
OCC(O)/C=N/Nc1nc(Nc2ccccc2)nc(Nc2ccccc2)n1 (stereo not drawn)	3.8	11.6	3.1	0.1	-1.0	-1.2	4.4	-1.4	-17.9
COc1ccc(OCc2cc(C(=O)NC(C)Cc3cnccn3)no2)c(Cl)c1 (stereo not drawn)	1.2	-1.7	-6.3	-8.2	-0.2	-0.6	-14.2	12.0	-21.0
CC1(NC(=O)c2ccccc2)CCN(CCc2cccs2)C1=O (stereo not drawn)	-1.2	-5.3	.	-2.5	0.1	.	-0.2	.	.
CCCCn1c(=O)c2oc3ccccc3c2n(CC(=O)Nc2ccc(CC)cc2)c1=O	0.5	-0.1	.	-14.4	0.7	1.5	0.6	-1.4	10.0
CCCCOc1ccc(CNC(=O)c2ccc(-c3nc(CN4CCc5ccccc54)c(C)o3)cc2)cc1	1.9	1.8	.	-1.3	0.1	-0.4	0.3	.	-12.4
CN1CCc2c(sc3nc(SCC(=O)N4CCOCC4)n(-c4ccc(Cl)cc4)c(=O)c23)C1	-1.5	0.1	4.5	6.9	1.1	0.9	-3.2	2.1	-17.2
O=C(O)c1ccc(N=C2SCC(=O)N2Cc2ccccc2)cc1	0.6	3.8	-10.8	-5.2	0.2	-1.1	-3.4	-7.3	6.6
COc1cc2c(cc1OC)C(C)N(C(=O)[C@@H](NC(=O)c1ccccc1)C(C)C)CC2 (stereo partly drawn)	0.4	-1.5	1.8	0.9	0.4	0.4	-0.5	-20.0	-0.9
S=C(NCc1ccncc1)Nc1ccc(Cl)cc1Cl	7.6	-7.2	-1.1	-2.2	-0.1	0.6	-1.7	-8.0	.
S=C(NCc1ccco1)N/N=C/c1ccccc1Cl	0.3	-4.1	19.5	2.4	-0.4	-0.4	-5.9	-12.9	-2.9
Cn1nc([N+](=O)[O-])nc1Sc1nnnn1-c1ccc(C(=O)O)cc1	6.3	.	.	-4.9	-0.4	.	-1.9	4.9	1.1
O=C1CCCC/C1=C\Nc1ccccc1C(=O)O	0.5	5.9	-6.0	3.3	0.3	0.6	9.0	0.5	1.9
COc1cc(N=c2oc3c(C)ncc(CO)c3cc2C(N)=O)cc(OC)c1OC	7.5	-3.6	5.6	-3.0	0.2	-0.3	-4.5	-13.6	5.9
CCN1C(=O)C(=O)N(CC(=O)Nc2ccccc2OC(F)F)C1=O	1.0	-14.2	-5.8	7.8	-0.6	0.2	-2.4	9.3	3.4
COc1cc(OC)c(C(=O)N(CCc2ccccc2)Cc2ccccc2)cc1OC	9.3	1.8	-14.1	4.9	-0.2	.	-6.7	-1.9	7.8
CN(C(=O)COC(=O)CCC1CCCCC1)c1c(N)n(Cc2ccccc2)c(=O)[nH]c1=O	1.8	12.1	-3.3	1.1	0.0	0.5	-10.6	.	18.1
Cc1cc(NC(=O)CCCn2ccc([N+](=O)[O-])n2)n(Cc2ccc(F)cc2)n1	3.1	6.5	10.7	-0.3	0.2	-0.2	-3.5	-2.4	-14.1
COc1ccc(S(=O)(=O)N(CCc2ccccc2)CC(=O)Nc2ccc(C)c(C)c2)cc1OC	-0.8	-9.1	.	9.1	0.6	0.3	-1.1	3.4	-6.5
CC(=O)N1C(Nc2ccc(Cl)cc2)CCN1c1ccccc1 (stereo not drawn)	3.6	9.7	-5.6	2.9	-0.7	1.7	-0.7	12.6	-21.9
CCc1noc(C)c1C(=O)Nc1cccc(S(=O)(=O)N2CCCCCC2)c1	-0.7	-5.8	7.8	-4.2	-0.6	-0.5	-4.8	-7.2	13.6
COCCNC(=O)C(c1ccc(C)cc1)N(C(=O)CCC(=O)Nc1ccccn1)c1cccc(C)c1 (stereo not drawn)	2.2	4.1	6.2	4.2	-0.4	0.1	1.4	-8.6	5.6
Cn1nnnc1Sc1ncnc2scc(-c3ccc(C#N)cc3)c12	0.7&1.0	-9.7	-13.8	4.6&14.0	-0.7&-0.2	-0.5	8.9&7.6	.	10.4&-27.7
Carrying on:
SMILES	D1 agonist	D2 PAM	D2 antagonist	TRHR enhancer	TRHR ag	D2 ag	D1 PAM	RXFP1 antag	D1 antagonist
O=C(Cn1c(=O)oc2ccccc21)N1CCN(S(=O)(=O)c2ccccc2)CC1	1.4	4.8	7.9	1.6	0.0	0.8	-3.2	5.2	0.3
CCCCCCc1nc(C(N)=O)c2[nH]c(=O)n(-c3ccccc3F)c2n1	-0.8	5.1	6.1	16.5	-0.1	-0.8	-4.5	12.5	-5.8
NCCCNC(=O)c1ccc(/C=N/O)nc1	0.2	-6.7	3.9	-1.4	-0.3	1.4	-3.6	5.9	3.0
O=C(CCCN=C1NS(=O)(=O)c2ccccc21)OCc1cc([N+](=O)[O-])cc2c1OCOC2	2.1	6.5	-7.8	-1.7	-0.2	1.2	-6.3	9.8	-28.9
COc1ccc([C@@H]2C(C#N)=C(N)S[C@@H](c3ccccc3)[C@@H]2[N+](=O)[O-])cc1	6.9	-12.0	-6.0	15.1	-0.2	-0.2	-9.0	-1.3	-21.2
COc1ccc(S(=O)(=O)Nc2ccc(C)cc2)cc1N(C)S(=O)(=O)c1ccc(Cl)cc1	0.0	10.7	7.3	3.1	0.1	-0.5	1.7	-12.0	2.3
CCCNc1ncnc2c1cnn2-c1ccc(OC)cc1	-0.4	9.2	5.7	7.2	0.3	0.7	-2.4	.	-12.1
CC(C)(C)c1ccc(C(=O)O[C@H]2[C@H](Cc3ccccc3)NS(=O)(=O)[C@H]3C[C@@H]4C=C[C@]23O4)cc1	2.6	-4.9	8.6	4.3	0.8	-0.5	3.9	.	.
CC(=O)c1sc(-c2ccccc2)cc1NS(=O)(=O)c1ccccc1	2.4	-1.4	-14.3	4.8	0.1	-0.2	3.5	6.8	11.1
O=C(NCCc1ccccc1)C(=O)NCC1CCNCC1	10.4	-3.8	9.1	-1.7	0.5	0.4	0.5	.	-17.3
N#Cc1ccsc1NC(=O)CSc1ncn[nH]1	4.8	.	.	-7.1	0.1	.	-1.6	-0.8	-1.3
O=C(COc1ccccc1Cl)Nc1cc(Cl)ccc1O	3.6	-1.2	-4.2	2.0	0.0	0.0	-4.5	-8.6	1.2
COC(=O)c1ccc2c(c1)S(=O)(=O)NC(=NCc1ccco1)S2	1.8	-7.7	7.1	1.3	0.5	0.1	-9.3	-19.9	-8.3
c1ccc2c(c1)ncn2CCOCCOCCn1cnc2ccccc21	-3.3	7.6	6.6	7.3	-0.2	0.5	-2.0	-1.8	17.6
COc1cccc(-c2csc(N3CCN(C(=O)Nc4ccc(F)cc4)CC3)n2)c1	-0.5	-6.6	13.4	-1.5	-0.2	0.3	-9.1	-5.2	-21.0
COc1ccc(-c2[nH]ncc2-c2ccc3c(c2)OCCO3)c(O)c1	3.4	-3.4	-14.6	2.0	0.6	1.1	-10.9	-8.7	-11.1
O=C(c1ccc(=O)oc1)N1CCC(C(O)(c2ccccc2)c2ccccc2)CC1	2.3	9.7	11.1	-8.5	-1.0	0.8	-1.1	1.4	4.0
CCC(C)NC(=O)c1ccc2c(c1)N(Cc1ccccc1)C(=O)c1ccccc1S2(=O)=O (stereo not drawn)	3.1	1.3	.	-2.1	0.4	1.1	-1.8	-14.2	-3.7

Grouped by structure: those above containing an aryl methoxy group.
SMILES	D1 agonist	D2 PAM	D2 antagonist	TRHR enhancer	TRHR ag	D2 ag	D1 PAM	RXFP1 antag	D1 antagonist
COc1ccc(OCc2cc(C(=O)NC(C)Cc3cnccn3)no2)c(Cl)c1 (stereo not drawn)	1.2	-1.7	-6.3	-8.2	-0.2	-0.6	-14.2	12.0	-21.0
COc1cc2c(cc1OC)C(C)N(C(=O)[C@@H](NC(=O)c1ccccc1)C(C)C)CC2 (stereo partly drawn)	0.4	-1.5	1.8	0.9	0.4	0.4	-0.5	-20.0	-0.9
COc1cc(N=c2oc3c(C)ncc(CO)c3cc2C(N)=O)cc(OC)c1OC	7.5	-3.6	5.6	-3.0	0.2	-0.3	-4.5	-13.6	5.9
COc1cc(OC)c(C(=O)N(CCc2ccccc2)Cc2ccccc2)cc1OC	9.3	1.8	-14.1	4.9	-0.2	.	-6.7	-1.9	7.8
COc1ccc(S(=O)(=O)N(CCc2ccccc2)CC(=O)Nc2ccc(C)c(C)c2)cc1OC	-0.8	-9.1	.	9.1	0.6	0.3	-1.1	3.4	-6.5
COc1ccc([C@@H]2C(C#N)=C(N)S[C@@H](c3ccccc3)[C@@H]2[N+](=O)[O-])cc1	6.9	-12.0	-6.0	15.1	-0.2	-0.2	-9.0	-1.3	-21.2
COc1ccc(S(=O)(=O)Nc2ccc(C)cc2)cc1N(C)S(=O)(=O)c1ccc(Cl)cc1	0.0	10.7	7.3	3.1	0.1	-0.5	1.7	-12.0	2.3
CCCNc1ncnc2c1cnn2-c1ccc(OC)cc1	-0.4	9.2	5.7	7.2	0.3	0.7	-2.4	.	-12.1
COc1cccc(-c2csc(N3CCN(C(=O)Nc4ccc(F)cc4)CC3)n2)c1	-0.5	-6.6	13.4	-1.5	-0.2	0.3	-9.1	-5.2	-21.0
COc1ccc(-c2[nH]ncc2-c2ccc3c(c2)OCCO3)c(O)c1	3.4	-3.4	-14.6	2.0	0.6	1.1	-10.9	-8.7	-11.1
